Compound activity from PubChem.
TRAIL sens C8: caspase-8 TRAIL sensitization; NB7+C8 cells + TRAIL, ATPlite viability luminescence; inhibition (viability loss, TRAIL sensitization), % at 10 µM; 360,000 compounds, 1% hits; AID 624354;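 active = compounds causing at least 50% loss of cell viability in the single-dose screen, relative to plate controls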
NCOA1 inh: inhibitors of human steroid receptor coactivator 1 (SRC1); 360,000 compounds, 0.12% hits; Q15788; inhibition, % at 3.6 µM; HEK293 GAL4-SRC1 luciferase reporter, luminescence;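 active = inhibition above the campaign mean plus 3 SD, with each screening campaign given its own cutoff, cut at about 60% in these data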;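 note: 0% = DMSO treated cells and 100% = gossypol at 36 µM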
TROY signal inh: TROY signaling inhibition | Q293 LMP1-TROYcd NF-kB luciferase reporter, 4 h | inhibition, % at 10 µM | 360,000 compounds, 0.98% hits | AID 1347056;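 active = compounds whose plate-normalised and pattern-corrected inhibition of the luciferase reporter signal at the single screening dose is 50% or more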
NR2F2 inh: NR2F2 (human) inhibition, primary screen | inhibition, % at 8.6 µM | AID 686940 | 370,000 compounds, 0.7% hits | HEK293T NGFI-A luciferase reporter, luminescence;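 active = inhibition above a per-plate cutoff, mean inhibition of test wells between control levels plus 3 SD, cut at about 38% in these data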;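 note: cells cotransfected with COUP-TFII expression vector driving the NGFI-A reporter; 0% = median of COUP-TF2 test wells and 100% = reporter-only cells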
Vif inh: inhibitors of HIV Vif. inhibition, % at 7.49 µM. 340,000 compounds, 0.35% hits. HEK293T cells, Vif self-association by quenched fluorescence, imaging, 24 h. AID 602346; in the data active = inhibition above about 50%, passing the limit was not always enough; note: some results filed as inactive read as strong as hits
NCOA3 inh: human NCOA3 inhibition; Q9Y6Q9; HEK293 GAL4-SRC3 luciferase reporter, luminescence; inhibition, % at 3.6 µM; 360,000 compounds, 0.17% hits;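 active = inhibition above a per-campaign cutoff, the mean of all compounds plus 3 SD, cut at about 60% in these data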;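 note: 0% = DMSO-treated cells and 100% = gossypol-treated cells at 36 µM; higher means less SRC3-driven luciferase light from the GAL4 reporter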
NOD2-RIPK2 inh: NOD2-RIPK2 protein interaction inhibition; AID 624267; inhibition, % at 4.98 µM; 360,000 compounds, 0.38% hits; CHO BLA complementation NOD2-RIPK2, CCF4 ratio; O43353; in the data active = inhibition above about 21%;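 note: 0% = vehicle only and 100% = reference blocker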
TLR9-MyD88 block: TLR9-MyD88 interaction inhibition | 340,000 compounds, 0.21% hits | Q9NR96+Q99836 | CHO BLA complementation TLR9-MyD88, CCF4 FRET ratio | inhibition, % at 4.98 µM | AID 504734;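 active = inhibition above the mean over all tested compounds plus 3 SD, cut at about 21% in these data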;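 note: 0% = DMSO only wells and 100% = clavulanate BLA inhibitor control wells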
NR5A2 inv ag: suppresses constitutive activity of human LRH-1. HEK293T StAR-luciferase reporter, LRH-1 transfected, 24 h. 360,000 compounds, 0.13% hits. inhibition, % at 3.6 µM;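 active = inhibition above the mean inhibition of all tested compounds plus 3 SD, cut at about 73% in these data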;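 note: 0% = DMSO wells and 100% = reporter-only cells lacking LRH-1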
SRC2 inh: inhibits human steroid receptor coactivator 2; Q15596; HEK293 GAL4-SRC2 luciferase reporter, luminescence; inhibition, % at 9 µM; 370,000 compounds, 0.17% hits;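 active = inhibition above the mean inhibition of all tested compounds plus 3 SD, set per campaign, cut at about 52% in these data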;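 note: 0% = DMSO treated cells and 100% = cells given Gossypol at 36 µM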
LMP1 NFkB inh: reduces LMP1-driven NF-kappaB luciferase signal; LMP1-induced NF-kappaB luciferase reporter cells, luminescence; inhibition, % at 12.5 µM; 350,000 compounds, 0.69% hits; AID 504558; in the data active = inhibition above about 41%;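 note: 0% = neutral control wells and 100% = reference inhibitor control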
An asterisk follows results filed as active; nt = no result given. A portion of the library; the hit share may differ from the screen's.

Under each structure – TRAIL sens C8, NCOA1 inh, TROY signal inh, NR2F2 inh, Vif inh, NCOA3 inh, NOD2-RIPK2 inh, TLR9-MyD88 block, NR5A2 inv ag, SRC2 inh, LMP1 NFkB inh
COc1ccccc1CN(C)C(=O)c1cc(S(=O)(=O)N2CCCCCC2)ccc1OC
  -11, -5, 6, 6, 0, 2, -5, -7, 2, -4, -7
Cn1c(C(=O)NCCOc2ccccc2Cl)cc(=O)n(C)c1=O
  -8, -2, 7, -4, -4, 7, -3, -6, 5, -7, -2
C=CCN(C(=O)CCC(=O)Nc1cc(C)on1)C(C(=O)NC(C)(C)C)c1cccc(OC)c1OC (stereo not drawn)
  -3, -30, -2, -11, -2, 4, -9, -11, -3, -43, 2
CCOC(=O)CNC(=O)CSc1nc(-c2ccc(OC)cc2)ns1
  54*, -22, -45, -10, -5, -2, -1, 22*, -12, -13, -15
CCOC(=O)[C@]12CCC=C1N(Cc1ccc(Cl)cc1Cl)C(=O)[C@H](CC(=O)NCC13CC4CC(CC(C4)C1)C3)C2
  7, nt, 7, 9, nt, nt, -7, nt, 22, -1, nt
CN(C)/C=C/C(=O)c1cccc(Oc2ncccn2)c1
  6, 14, 9, -16, -6, 11, 3, 0, 7, 11, 4
NS(=O)(=O)c1ccc2c(c1)oc(=O)c1cc(S(N)(=O)=O)ccc12
  3, -19, -1, -14, nt, 2, -5, 7, -14, 4, -4
CCC(C)(C)NC(=O)CCn1c(-c2ccccc2)cc(C(C)=O)c1C
  -4, 2, 3, 13, 1, 3, -8, 9, 0, -8, -13
c1ccc(C2[C@H]3CN(CC4CCCCC4)[C@H](c4ccccc4)C34CC2(c2ccccc2)C4)cc1 (stereo partly drawn)
  0, -21, -11, 9, -2, -34, 6, 4, -1, 12, -2
CC(C)[C@H](N)c1nnc(SCC(=O)c2ccc(Cl)cc2)o1
  -1, 3, -11, 0, 12, -42, 1, 8, -2, 18, 0
CN(c1ccc(C(=O)NC2CC3CCC2C3)cc1)S(C)(=O)=O (stereo not drawn)
  -1, 2, -15, -1, 2, 2, 1, -2, -14, -12, -6
COc1ccccc1NC(=O)CN(c1ccccc1F)S(C)(=O)=O
  -1, -5, -11, -6, 6, -8, -8, 5, -27, -24, 13
O=C(NC(=S)NCc1ccc(Cl)cc1Cl)c1ccco1
  7, 6, -11, -2, 1, 5, -3, -2, 5, 1, -10
C=CCNC(=S)NCC
  12, -28, 3, -10, -3, -11, -3, -3, 11, 7, 5
COC1C(CO)OC(n2c3c(Cl)cccc3c3c4c(c5c6cccc(Cl)c6[nH]c5c32)C(=O)NC4=O)C(O)C1O (stereo not drawn)
  41, 70*, 18, 3, 0, 64*, -12, -12, 29, -23, 60*
COc1ccc(OC)c(-c2c[n+](=O)c3c(n2[O-])CCCC3)c1
  -3, -3, -10, 8, 1, -3, -1, -32, 22, -10, 0
CC(CCC(=O)Nc1nncs1)C(=O)O (stereo not drawn)
  0, 0, -10, -21, -2, -2, -9, -4, 1, 31, -3
O=C1c2ccccc2C(=O)N1CCCn1ccnc1
  -1, -2, 1, -7, 2, -7, 1, -8, 18, 13, 2
CC(=O)Nc1ccc(C=NNc2ccc(S(=O)(=O)Nc3ccccc3C(=O)O)cc2[N+](=O)[O-])cc1
  7, 7, -1, -9, 3, 6, -6, 8, 12, 1, 6
COc1ccc2c(CN3CCN(S(=O)(=O)c4cccs4)CC3)cc(=O)oc2c1
  0, 6, 13, 5, 0, -6, -1, -2, 13, 9, -15
COc1cc(/C=C(\NC(=O)c2ccccc2)C(=O)NCCO)c([N+](=O)[O-])cc1OC
  -2, -9, -24, 3, 3, 0, -9, 7, 8, -11, 14
CCOC(=O)N1CCN(C(=O)/C(=C/c2cccc3ccccc23)NC(=O)c2ccc(OC)c(OC)c2)CC1
  -4, -79, 3, 3, -7, -43, -10, 0, -84, -1, 1
Cc1ccc(-c2noc(CNC(=O)COc3ccccc3C)n2)cc1
  -11, 6, -2, 8, -3, 3, -3, -5, 11, -28, 5
CCOc1cc(/C=N/Nc2cccc(C(=O)O)c2)ccc1OCC(=O)N1CCCCC1
  23, -16, -3, 17, -3, -21, -4, nt, 0, -1, -12
COc1ccc2nc3cccc(OC)c3nc2c1
  3, -6, -18, -8, 13, -14, 2, -3, -37, -4, -11
O=C(NCc1ccncc1)NC12CC3CC(CC(C3)C1)C2
  -12, 15, -15, -13, 0, 22, -9, -1, 16, -6, -2
CCc1nnc(NC(=O)c2ccc(OCc3c(C)noc3C)c(OC)c2)s1
  0, 0, 0, -8, 14, 11, -3, 2, 3, -30, -6
CN1CCN(S(=O)(=O)c2ccc(NC(=O)C(C)(C)C)cc2)CC1
  -1, 3, -13, -12, 15, -10, -1, -12, -13, -2, 1
CCOC(=O)[C@]12CCCC=C1N(CCC1=CCCCC1)C(=O)[C@H](CC(=O)N1CCN(C(=O)c3ccco3)CC1)C2
  12, nt, nt, -5, nt, nt, 13, nt, -4, -25, nt
CCCn1c(N)c(C(=O)COC(=O)/C=C/c2ccc(OC(F)F)c(OC)c2)c(=O)[nH]c1=O
  24, 7, 21, 15, 3, 14, 2, 2, 11, -9, 14

Reprinted at random: 4 compounds from above.
Under each structure – TRAIL sens C8, NCOA1 inh, TROY signal inh, NR2F2 inh, Vif inh, NCOA3 inh, NOD2-RIPK2 inh, TLR9-MyD88 block, NR5A2 inv ag, SRC2 inh, LMP1 NFkB inh
Cc1ccc(-c2noc(CNC(=O)COc3ccccc3C)n2)cc1
  -11, 6, -2, 8, -3, 3, -3, -5, 11, -28, 5
CCOC(=O)CNC(=O)CSc1nc(-c2ccc(OC)cc2)ns1
  54*, -22, -45, -10, -5, -2, -1, 22*, -12, -13, -15
CN(c1ccc(C(=O)NC2CC3CCC2C3)cc1)S(C)(=O)=O (stereo not drawn)
  -1, 2, -15, -1, 2, 2, 1, -2, -14, -12, -6
CC(C)[C@H](N)c1nnc(SCC(=O)c2ccc(Cl)cc2)o1
  -1, 3, -11, 0, 12, -42, 1, 8, -2, 18, 0

(more compounds)
Under each structure – TRAIL sens C8, NCOA1 inh, TROY signal inh, NR2F2 inh, Vif inh, NCOA3 inh, NOD2-RIPK2 inh, TLR9-MyD88 block, NR5A2 inv ag, SRC2 inh, LMP1 NFkB inh
Cc1cc(=O)oc2cc(OCC3CC(c4ccccc4Cl)=NO3)ccc12 (stereo not drawn)
  13, -45, -6, 8, 35, -29, 4, 7, 3, -28, -5
CC(C)C(=O)O/N=C1\CCS(=O)(=O)c2sccc21
  0, -2, -7, -4, -1, 12, -4, -3, 19, 14, 6
COc1ccc(NC(=O)CCNS(=O)(=O)c2ccc3c(c2)c(=O)n(C)c(=O)n3C)cc1OC
  -8, -18, 6, -3, -3, -10, 0, 6, -22, -12, -12
C=CCOc1ccccc1CN1CCC(n2nccc2NC(=O)C2CC2)CC1
  1, -12, 7, 0, nt, 9, -11, -5, 5, -6, 0
CCC(C)NC(=O)c1cnc2n(c1=O)CCS2 (stereo not drawn)
  -30, -31, 2, -3, 5, 1, 1, -5, -30, 2, -6
COc1ccc(N2CCN(CCCNC(=O)CN3C(=O)COc4ccccc43)CC2)cc1
  -13, 8, -26, 1, 6, 4, -9, 1, -3, -1, 2
S=C(c1ccc(-c2ccccc2Cl)o1)N1CCOCC1
  3, -86, -45, nt, nt, -57, 22*, -3, -64, nt, -77
Cc1nc2ccccn2c1C(=O)NN=C1CCN(C)CC1
  -2, -3, 5, 2, 27, -5, -3, -13, -14, -6, 1
O=C(CCCn1c(=O)[nH]c2ccc(Br)cc2c1=O)NCc1ccc(Cl)cc1
  8, 6, 18, -13, 9, 3, 0, 2, 12, 0, -3
Cc1cc2nc(-c3ccc(NC(=O)C(C)C)cc3)oc2cc1C
  21, -114, 11, -65, -3, -81, 5, 4, -171, -81, -70
Cc1cccc(Nc2nnc(SCC(O)=C(C#N)c3nc4ccccc4[nH]3)s2)c1
  -4, -20, 3, 7, -11, -11, -9, 4, 0, -28, -18
Cc1c(C(=O)N2CCC2)oc2ccc(Cl)cc12
  -2, -6, -47, -11, 26, -30, -18, -2, -32, -16, -4
CC(=O)c1cccc(Nc2nc(-c3ccccc3)nc3ccccc23)c1
  10, 19, -6, 19, -22, 7, -2, 14, -3, 8, 17
CC(=O)Nc1ccc(NC(=O)c2ccccc2N(C)S(C)(=O)=O)cc1
  2, -10, 5, -2, 18, 6, -2, -7, -5, -6, 1
CCCS(=O)(=O)c1c(S(=O)(=O)CCC)c2c(N)cccn2c1C(=O)c1ccc(Br)cc1
  -3, -19, 15, 0, 1, 1, 6, -9, 7, 5, 3
CCOC(=O)c1cccc(NC(=O)CCNS(=O)(=O)c2cccc3nonc23)c1
  7, 5, -2, 1, -2, -20, -6, -5, -1, -8, -9
Cc1ccccc1N1CC(O)(c2ccccc2)[N+]2=C1SCC2 (stereo not drawn)
  -3, 3, 11, 12, 8, 13, -5, 3, -11, -6, 5
CC1C(C)N(C(=O)CCl)c2ccccc2N1C(=O)CCl (stereo not drawn)
  89*, 13, 11, 0, 21, 31, -17, 7, 38, 30, -15
N#CCc1ccc(NC(=O)c2ccc(CN3CCc4ccccc4C3)cc2)cc1
  18, 9, -23, 56*, -7, 7, -3, -4, 21, 5, 2
Fc1ccc(-c2nc3ccc(Br)cn3c2Cc2ccccc2C(F)(F)F)cc1
  -6, -41, -20, -26, nt, -23, 0, nt, -47, -34, nt
O=C(Nc1ccccn1)c1sc2cc([N+](=O)[O-])ccc2c1Cl
  15, -3, -79, -24, 3, -40, -1, 6, 4, -25, -10
CS(=O)(=O)C1=C(O)C(=O)N(c2ccccc2)C1c1ccccc1 (stereo not drawn)
  -3, 8, nt, 3, -16, -16, 1, 3, 8, 13, 0
Cc1ccc(-c2nn(C)c(=O)c3ccccc23)cc1S(=O)(=O)NCCN(C)C
  10, -14, -5, -13, 3, -6, 6, -4, -10, 2, 2

A different layout for some results above:
C=CCOc1ccccc1CN1CCC(n2nccc2NC(=O)C2CC2)CC1
  TRAIL sens C8: 1	NCOA1 inh: -12	TROY signal inh: 7	NR2F2 inh: 0	Vif inh: nt	NCOA3 inh: 9	NOD2-RIPK2 inh: -11	TLR9-MyD88 block: -5	NR5A2 inv ag: 5	SRC2 inh: -6	LMP1 NFkB inh: 0
CC(=O)Nc1ccc(NC(=O)c2ccccc2N(C)S(C)(=O)=O)cc1
  TRAIL sens C8: 2	NCOA1 inh: -10	TROY signal inh: 5	NR2F2 inh: -2	Vif inh: 18	NCOA3 inh: 6	NOD2-RIPK2 inh: -2	TLR9-MyD88 block: -7	NR5A2 inv ag: -5	SRC2 inh: -6	LMP1 NFkB inh: 1
O=C(Nc1ccccn1)c1sc2cc([N+](=O)[O-])ccc2c1Cl
  TRAIL sens C8: 15	NCOA1 inh: -3	TROY signal inh: -79	NR2F2 inh: -24	Vif inh: 3	NCOA3 inh: -40	NOD2-RIPK2 inh: -1	TLR9-MyD88 block: 6	NR5A2 inv ag: 4	SRC2 inh: -25	LMP1 NFkB inh: -10
